# Screens: PubChem, Small Molecule Screening Facility, UW Madison
# SSB-PriA inh = K. pneumoniae PriA-SSBct interaction inhibition. AlphaScreen SSBct-PriA binding, biotinylated peptide. inhibition, % at 33 µM. 430,000 tested, 0.6% active. AID 1272365; in the data active = inhibition mostly above about 37%, no sharp cut-off; inactive = mostly below about 20%;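 also: plate controls were negative control peptide for no effect and reference peptide for full effect; strong numbers were not always called active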
# * marks the source's active call; other numbers are inactive results; & = joins results of further samples. A portion of the library. The share of hits here may be higher or lower than overall.
SMILES,SSB-PriA inh
CCc1nnc(C2CCN(C(=O)NCc3ccccc3)CC2)s1,-1
Cc1nnc(C2CCN(C(=O)NCCOc3ccccc3)CC2)s1,-1
O=C(Nc1ccc(F)cc1)N1CCN(c2ccc(-c3ccncc3)nn2)CC1,-24
CN(C)CCCNC(=S)Nc1ccc(OC(F)F)cc1,-12
CCc1cc(=O)[nH]c(SCC(=O)Nc2nnc(C)s2)n1,-20&-5
Cc1cc(C(F)(F)F)nc(CCNC(=O)CN2C(=O)CCC2=O)n1,-11
O=C(CCCS(=O)(=O)c1ccc(Cl)cc1)Nc1ccc2c(c1)C(=O)NC2=O,7
Cc1noc(C)c1S(=O)(=O)N1CCc2nc3ccc(F)cn3c(=O)c2C1,-5
Cc1ccc(N2CCC(CNC(=O)Nc3ccccc3C)CC2)nn1,8
COc1cc2nc3sc(Nc4ccc(F)c(F)c4)nn3c(=O)c2cc1OC,-6
Cc1cc(C(=O)NN=Cc2ccc([N+](=O)[O-])s2)c2ccccc2n1,1
CC(C)Sc1ccc(CC(=O)N2CCC(Oc3ncccc3Br)CC2)cc1,-6
O=C(Cc1ccccc1)NN=Cc1cc(Br)cc(Br)c1O,-2
Cc1ccc(C(O)=C2C(=O)C(=O)N(CC(C)O)C2c2ccc(N(C)C)cc2)cc1 (stereo not drawn),-6
CC(Cc1ccoc1)NS(=O)(=O)Cc1cccc(F)c1 (stereo not drawn),0
COc1cc(S(=O)(=O)N2CCN(CCO)CC2)c(OC)cc1Br,-10
CS(=O)(=O)C1CCN(S(=O)(=O)C2CC2)CC1,-21
Cc1ccccc1N1OC2C(=O)N(c3ccc(F)cc3)C(=O)C2C1c1ccncc1 (stereo not drawn),-20
O=C(Cc1ccccc1Cl)Nc1cnoc1,-17
O=C(NCC1CCCO1)c1ccc(N2CCCCS2(=O)=O)cc1 (stereo not drawn),-1

# Reprinted from the results shown for reference:
SMILES,SSB-PriA inh
CCc1nnc(C2CCN(C(=O)NCc3ccccc3)CC2)s1,-1
Cc1nnc(C2CCN(C(=O)NCCOc3ccccc3)CC2)s1,-1
O=C(Nc1ccc(F)cc1)N1CCN(c2ccc(-c3ccncc3)nn2)CC1,-24
CN(C)CCCNC(=S)Nc1ccc(OC(F)F)cc1,-12
CCc1cc(=O)[nH]c(SCC(=O)Nc2nnc(C)s2)n1,-20&-5
Cc1cc(C(F)(F)F)nc(CCNC(=O)CN2C(=O)CCC2=O)n1,-11
O=C(CCCS(=O)(=O)c1ccc(Cl)cc1)Nc1ccc2c(c1)C(=O)NC2=O,7
Cc1noc(C)c1S(=O)(=O)N1CCc2nc3ccc(F)cn3c(=O)c2C1,-5
Cc1ccc(N2CCC(CNC(=O)Nc3ccccc3C)CC2)nn1,8
COc1cc2nc3sc(Nc4ccc(F)c(F)c4)nn3c(=O)c2cc1OC,-6
Cc1cc(C(=O)NN=Cc2ccc([N+](=O)[O-])s2)c2ccccc2n1,1
CC(C)Sc1ccc(CC(=O)N2CCC(Oc3ncccc3Br)CC2)cc1,-6
O=C(Cc1ccccc1)NN=Cc1cc(Br)cc(Br)c1O,-2
Cc1ccc(C(O)=C2C(=O)C(=O)N(CC(C)O)C2c2ccc(N(C)C)cc2)cc1 (stereo not drawn),-6
CC(Cc1ccoc1)NS(=O)(=O)Cc1cccc(F)c1 (stereo not drawn),0
COc1cc(S(=O)(=O)N2CCN(CCO)CC2)c(OC)cc1Br,-10
CS(=O)(=O)C1CCN(S(=O)(=O)C2CC2)CC1,-21
Cc1ccccc1N1OC2C(=O)N(c3ccc(F)cc3)C(=O)C2C1c1ccncc1 (stereo not drawn),-20
O=C(Cc1ccccc1Cl)Nc1cnoc1,-17

# Next compounds follow:
SMILES,SSB-PriA inh
O=C(NC(CSCc1ccccc1)C(=O)NN=Cc1ccc(O)cc1O)c1ccc([N+](=O)[O-])cc1 (stereo not drawn),24
Cc1nnsc1C(=O)N(Cc1ccsc1)CC(F)(F)F,-12
O=C(Nc1ccc2c(c1)N(C(=O)C1CC1)CC2)c1ccc(F)cc1Cl,8
CC(C)N(CC(O)COC12CC3CC(CC(C3)C1)C2)C(C)C (stereo not drawn),15
CCOC(=O)c1c(C)n(Cc2ccccc2)c2ccc(OCC(O)Cn3c(C)cc(C)nc3=O)cc12 (stereo not drawn),-1
COc1ccc(CNC(=O)NCC2CCN(c3nc4ccccc4s3)CC2)cc1OC,-9
COC(=O)c1ccc(NC(=O)C(=O)NCC2(c3cccs3)CCOCC2)cc1,1
CCOc1ccc2ccccc2c1C(=O)NCC(OC)c1cccc(F)c1 (stereo not drawn),-8
CC(=O)OC(C)(C)C(=O)NCC(C)(O)c1cc2ccccc2o1 (stereo not drawn),2
Cc1cc(C)c(S(=O)(=O)N2CCN(c3cccc(C(F)(F)F)c3)CC2)cc1C,-19
O=C(Nc1nnc(-c2ccno2)o1)C1CCN(S(=O)(=O)c2ccc(F)cc2)CC1,-12&-10
COc1ccc(CCNC(=O)Nc2cc(N3CCCS3(=O)=O)ccc2OC)cc1,-15
O=S(=O)(Cc1cccc(Cl)c1)NCC1(O)Cc2ccccc2C1,1
C(=Nc1nccs1)Nc1nccs1,3&-23
O=C(c1cn(-c2cccc(Cl)c2)nn1)N1CCC(Cc2ccccc2)CC1,-14&-2
CCOC(=O)c1c(N=CN(C)C)sc(C=NNc2ccccc2)c1-c1ccccc1,-15
O=C(C1CCN(c2cc(Oc3ccccc3)ncn2)CC1)N1CCc2ccccc2C1,4
CN1C(=O)c2cccc(NC(=O)c3ccnn3C)c2C1=O,-14&0
Cc1ccc(C2C(=C(O)c3ccc4c(c3)CC(C)O4)C(=O)C(=O)N2CCCn2ccnc2)cc1 (stereo not drawn),-3
CC1=CC(=C2C(=O)c3ccccc3C2=O)C=C(C)N1C(C)C,8
Cc1ccc(S(=O)(=O)Nc2ccc3c(c2)CC(=O)N3C)cc1Cl,26
O=C(Cn1cnc(-c2ccc(F)cc2)cc1=O)Nc1ccc2c(c1)OCCO2,-20
CCOc1ccc2c(c1)c(=O)c(C(=O)c1ccc(F)cc1)cn2CC(=O)Nc1ccc(OC)cc1,-9
CN1CCN(C(CNC(=O)NCc2ccccc2)c2ccc3c(c2)CCCN3C)CC1 (stereo not drawn),21
Cc1ccc(S(=O)(=O)N2CCC3(Cl)CCCCC3C2c2ccccc2)cc1 (stereo not drawn),-9
O=C(NCc1ccccc1)N1CCCSCC1CN1CCOCC1 (stereo not drawn),-3
CN(C)S(=O)(=O)c1ccc2nc(NC(=O)C3CCCCN3S(C)(=O)=O)sc2c1 (stereo not drawn),-11
CC(C)c1ccc(C=c2sc3n(c2=O)C(N)=C(C#N)C(c2ccc(C(C)C)cc2)C=3C(N)=O)cc1 (stereo not drawn),4
COc1cc(C=NNc2ccc(C(=O)O)cc2)ccc1O,8
Cc1c(Cl)ccc2sc(N(CC3CCCO3)C(=O)c3ccc(Cl)s3)nc12 (stereo not drawn),-1
Cc1ccc(S(=O)(=O)/C(=C\c2ccccc2)NC(=NCc2ccccc2)c2ccccc2)cc1,-1
Cc1cc(-c2cccs2)nn1CCNS(=O)(=O)c1ccc(Cl)s1,-16
COc1ccc(S(=O)(=O)N2CCCC(C(=O)Nc3cc(C)nn3C)C2)cc1 (stereo not drawn),5
COc1cccc(CNC(=O)Cn2cnc(C)cc2=O)c1,-11
O=S(=O)(CCCOc1ccc(F)cc1)N1CCN(c2ccccn2)CC1,-1
CC(/C=C/c1ccccc1)=NNC(=O)c1cc(C)[nH]n1,-9
COC(=O)N1CCC(CNC(=O)C(=O)NCc2ccccc2Cl)CC1,5
C[C@@H]1C(=O)N2CCCc3cc(NC(=O)C(=O)NCc4ccccc4Cl)cc1c32,-4
CC(=O)OCC1OC(OC2C[C@]3(C)C(CC(O)C4C(C(C)(CCC=C(C)C)OC5OC(CO)C(O)C(O)C5O)CC[C@]43C)[C@@]3(C)CCC(O)C(C)(C)C23)C(O[C@@H]2OC(C)C(O)C(O)C2O)C(O)C1O (stereo partly drawn),-4
Cc1nc(N2CCCC2)nc(C)c1NS(=O)(=O)c1ccc2c(c1)OCCO2,4
Cc1cc(C)c2c(c1)sc(=NC(=O)c1cccc(N3C(=O)CCC3=O)c1)n2C,-4
COc1cccc(NC(=O)CSc2nc3c(c(=O)[nH]2)CN(Cc2ccc(F)cc2)CC3)c1,2
CC1C(=O)NN=C1C(=O)NN=Cc1ccc(O)cc1O (stereo not drawn),36
C=c1oc(C)cc1=C1NN=C(SCC(=O)Nc2cccc(C(F)(F)F)c2)O1,-11
COc1cc(C=NNC(=O)c2ccccc2NS(=O)(=O)c2cccs2)ccc1O,3
COc1ccc(S(=O)(=O)C(CNC(=O)c2cccc(OC)c2OC)c2ccco2)cc1 (stereo not drawn),4
Cc1ccc(Cn2nnc3c(SCC(=O)Nc4cc(C)on4)ncnc32)cc1,-6
Cc1ccc(C2CC(=O)CC(c3ccc(C)cc3)S2)cc1 (stereo not drawn),-1
O=C(Nc1cccc(N2CCCS2(=O)=O)c1)C1CC1,-13
O=C(Cc1ccc(Cl)cc1)NCc1ccnc(N2CCCCC2)n1,-10
Cc1cc(OC2CCN(C(=O)c3cnn(-c4ccccc4)n3)C2)cc(=O)o1 (stereo not drawn),-15
NS(=O)(=O)c1ccc(CNC(=O)c2cc(=O)c(OCc3ccccc3)co2)cc1,-2
Cc1ccc(CNC(=O)CSc2ncc(-c3ccccc3)[nH]2)cc1,-4
CCOC(=O)c1c(NC(=O)/C=C/c2ccccc2)sc2c1CCCCC2,-11
O=C(Nc1ccc2c(c1)CN(C(=O)c1ccco1)CC2)c1c(F)cccc1F,-7&2
O=C(CSc1nc(-c2ccccc2)[nH]c1-c1ccccc1)Nc1ccccc1,20
COc1cc(/C=C/C(=O)Nc2nnc(SCC(=O)Nc3nc4ccccc4s3)s2)cc(OC)c1OC,-12
O=C(NCCNc1cc(Nc2ccccn2)ncn1)c1cccs1,-5
O=C(c1ccc(-c2nc3ccccc3s2)s1)N1CCCC1,3
C=CCOc1ccc2ccccc2c1C=NO,8

# Carrying on.
SMILES,SSB-PriA inh
COc1cccc(C=NN2CCN(c3ccccc3OC)CC2)c1,7
CN1CCc2cc(C(CNC(=O)Nc3ccc(F)cc3)N3CCCC3)ccc21 (stereo not drawn),15
O=S(=O)(c1ccc(OC(F)(F)F)cc1)N1CCC(COCc2ccccc2)CC1,-15
CCN(CC)CCN1C(=O)C(=O)C(=C(O)c2ccc(OC)cc2)C1c1ccco1 (stereo not drawn),7
CCc1c(C)nc(SCc2nc(-c3ccc(OC)cc3)oc2C)[nH]c1=O,-10&-4
CCOC(=O)C(CC)Sc1ncnc2c1cnn2-c1ccc(F)cc1 (stereo not drawn),-9
CCOC(=O)c1c(-c2ccccc2)csc1NC(=O)CCSc1nnc2scc(-c3ccccc3)n12,-17
Oc1ccc2ncccc2c1N=Nc1cccc2ncccc12,36
CCC(=O)N1CCc2ccc(NS(=O)(=O)c3ccc(Cl)s3)cc2C1,6
O=C1CCc2cc(S(=O)(=O)NCC3(c4cccs4)CCOCC3)cc3c2N1CC3,-3
Cc1nnc(SCC(=O)c2ccc([N+](=O)[O-])cc2)n(N)c1=O,8
CCOc1ccc(NC(=O)CCc2c(C)nn(-c3nc(C)cc(=O)[nH]3)c2C)cc1,-2
COc1cccc(C(=O)Nc2ccc3c(c2)N(CCC(C)C)C(=O)C(C)(C)CO3)c1OC,13
Cc1ccc(S(=O)(=O)[C@@H](CNC(=O)c2ccc(C(C)(C)C)cc2)c2ccco2)cc1,10
CC(=O)N(C)Cc1nc2ccccc2n1Cc1ccccc1C,-21
COc1ccccc1CCNC(=O)Cc1csc(Nc2ccccc2)n1,3&12
C=c1cc(C)n(CC(=O)Nc2ccc(C(=O)OCC)cc2)c(=O)c1=C1N=C(c2ccc(F)cc2)NO1,-6&-4
O=C1CN(Cc2c(F)cccc2Cl)S(=O)(=O)c2ccccc2N1Cc1ccccc1,-13
COC(=O)c1ccc(OC[C@@H](O)CN2CCN(C(c3ccccc3)c3ccccc3)CC2)cc1,4
Cc1c(-c2nn3c(Cc4ccccc4)nnc3s2)nnn1-c1cccc(C(F)(F)F)c1,-2

# Quoted at random: two records from the list
SMILES,SSB-PriA inh
Oc1ccc2ncccc2c1N=Nc1cccc2ncccc12,36
CN1CCc2cc(C(CNC(=O)Nc3ccc(F)cc3)N3CCCC3)ccc21 (stereo not drawn),15

# Further records:
SMILES,SSB-PriA inh
O=C(Cc1csc(NC(=O)c2ccccc2)n1)NCc1ccccn1,0
COc1cccc(NC(=O)CSc2nc3cc(-c4ccccc4)sc3c(=O)n2C)c1,-1
CCc1ccccc1NN=C(C)c1c(O)cc(C)oc1=O,11
Cn1nc(C(=O)NC2CC(O)C(CO)C2)ccc1=O (stereo not drawn),0
COc1cc(C=NNC(N)=O)ccc1OCC(=O)Nc1cc(C)c(C)cc1Br,-7
CCOC(=O)c1c(NC(=O)CSc2nnc3ccc4ccccc4n23)sc2c1CCCC2,-14
Cc1cc(-c2nnc(NC(=O)C(C)C)o2)nn1C,-2
CCCCOC(=O)c1ccc(NC(=O)c2cccn(OCc3ccccc3F)c2=O)cc1,-5
COc1ccc(OC)c(-c2csc(NC(=O)C3CCN(S(C)(=O)=O)CC3)n2)c1,-5&-3
NC(=O)c1n[nH]c2ccccc12,-10
COc1ccccc1NC(=O)Cn1cc(-c2nnc(-c3ccccc3)o2)c2ccccc21,-1
CSC(=NS(=O)(=O)c1ccc(Cl)cc1)c1ccccc1,-10
O=C(CC1S/C(=N\N=C/c2ccccc2O)NC1=O)c1ccc(Cl)cc1 (stereo not drawn),1
O=C(CSc1ncnc2c1nnn2Cc1ccc(F)cc1)NCc1ccc2c(c1)OCO2,-14
CCNC(=O)C(=O)NN=Cc1cc([N+](=O)[O-])ccc1O,61
CC(Cc1ccccc1)[n+]1cc(N=C(N)[O-])on1 (stereo not drawn),-3
O=S(=O)(NC(c1cccnc1)C1CCOCC1)c1cccc2nsnc12 (stereo not drawn),-11
O=C(Cc1ccc(F)cc1)Oc1coc(CSc2nnc(NC(=O)C3CC3)s2)cc1=O,1
COc1ccccc1OCC(=O)NC[C@H](O)c1ccc2c(c1)CCO2,-20
